TNAP inh Pi: human TNAP enzyme inhibitors, primary screen, biochemical, colorimetric, phosphate release readout; Alkaline phosphatase, tissue-nonspecific isozyme (Homo sapiens), P05186; purified TNAP, pNPP, malachite green phosphate absorbance; inhibition, % at 20 µM; 21,000 tested, under 10 active
Target sequence (P05186 whole entry, looked up): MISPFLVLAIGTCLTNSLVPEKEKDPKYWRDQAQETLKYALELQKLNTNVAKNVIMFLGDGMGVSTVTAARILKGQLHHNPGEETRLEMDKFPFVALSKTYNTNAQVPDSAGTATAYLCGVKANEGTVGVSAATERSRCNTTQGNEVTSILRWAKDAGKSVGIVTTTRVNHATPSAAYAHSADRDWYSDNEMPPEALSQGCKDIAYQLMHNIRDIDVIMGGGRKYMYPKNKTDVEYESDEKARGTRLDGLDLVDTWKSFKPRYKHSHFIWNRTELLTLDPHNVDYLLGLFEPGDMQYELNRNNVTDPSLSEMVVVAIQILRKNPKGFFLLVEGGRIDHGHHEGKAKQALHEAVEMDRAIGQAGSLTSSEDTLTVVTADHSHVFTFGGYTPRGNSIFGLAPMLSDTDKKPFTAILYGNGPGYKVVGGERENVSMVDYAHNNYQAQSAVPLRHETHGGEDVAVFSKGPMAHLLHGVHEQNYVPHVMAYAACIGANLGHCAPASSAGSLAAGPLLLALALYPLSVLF
TNAP pNPP inh: human TNAP enzyme inhibitors, primary screen, biochemical, colorimetric, p-nitrophenol readout. 21,000 tested, under 10 active. purified TNAP, pNPP hydrolysis, absorbance 405 nm. inhibition, % at 20 µM. AID 615, 2007;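 also: 0% = DMSO only wells and 100% = 1 mM levamisole wells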
The depositor's hits bear a star.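 The calls were made as follows: active = inhibition above 50% at the 20 µM single-dose screen; inactive = the rest.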 An excerpt; the hit share may differ from the screen's.

canonical_smiles	TNAP inh Pi	TNAP pNPP inh
Cn1c(NCCN2CCCCC2)cc(=O)n(C)c1=O	4	3
CCOc1ccc(/C(O)=C2/C(=O)C(=O)N(CCOCCO)C2c2ccccn2)cc1 (stereo unspecified)	13	6
O=C(CSc1nnc(Cc2ccccc2)o1)N1CCOCC1	14	11
CCC(C)NC(=O)c1c(N)n(/N=C/c2cccnc2)c2nc3ccccc3nc12 (stereo unspecified)	9	-2
COc1ccc(Cn2c(O)cc(=O)[nH]c2=O)cc1	-3	-2
COc1ccc(C(C#N)N2CCCCCC2)cc1OC (stereo unspecified)	10	2
CCc1nnc(NC(=O)CCC(=O)NC2CCCCC2)s1	-4	8
CCC(C(=O)N1CCN(S(C)(=O)=O)CC1)c1ccccc1 (stereo unspecified)	13	5
COc1cccc(-n2cc3c(c2-c2ccccc2)c(=O)n(C)c(=O)n3C)c1	7	-1
O=C(c1ccco1)N1CCN(CC(=O)N2c3ccccc3CCc3ccccc32)CC1	13	0
Cc1ccccc1OCc1nnc2c3cnn(C)c3ncn12	16	4
O=C(c1ccc(Nc2cccc(C(F)(F)F)c2)nc1)N1CCCC1	16	8
O=C(CCCSc1nc(-c2ccco2)cc(C(F)(F)F)n1)Nc1ccc2c(c1)OCO2	5	3
COc1ccc(C(=O)Cn2c(N3CCOCC3)nc3ccccc32)cc1OC	8	3
Nc1nonc1C(=O)NCCNC(=O)c1cccs1	6	2

3 entries drawn at random from the list so far:
canonical_smiles	TNAP inh Pi	TNAP pNPP inh
O=C(c1ccco1)N1CCN(CC(=O)N2c3ccccc3CCc3ccccc32)CC1	13	0
CCOc1ccc(/C(O)=C2/C(=O)C(=O)N(CCOCCO)C2c2ccccn2)cc1 (stereo unspecified)	13	6
COc1cccc(-n2cc3c(c2-c2ccccc2)c(=O)n(C)c(=O)n3C)c1	7	-1

(more compounds)
canonical_smiles	TNAP inh Pi	TNAP pNPP inh
O=C(C1CCCCC1)N(Cc1ccccc1)c1ccccn1	13	7
Cc1cc(NCCCn2ccnc2)n2ncc(-c3ccccc3)c2n1	13	4
O=C(CCSc1nc(-c2ccco2)cc(C(F)(F)F)n1)NCC1CCCO1 (stereo unspecified)	18	5
CN(Cc1c(O)ccc2c1oc(=O)c1ccccc12)C1CCCCC1	-30	7
CCCCOCCCn1cnc2c([nH]c3cc(OC)ccc32)c1=O	2	4
CC1CCCC(C)N1C(=O)CSc1nnnn1Cc1ccccc1 (stereo unspecified)	11	3
CN(C)S(=O)(=O)Nc1ccc(C(=O)O)cc1	18	6
CCc1nc(N2CCCC2)c(C#N)c2c1CCCC2	-2	1
Cc1[nH]nc2cn[nH]c12	5	-2
C[C@@H]1CCC[C@H](C)N1NC(=O)c1ccc(Cl)c(S(N)(=O)=O)c1	12	7
COc1ccc(N2CC(=O)N(c3ccc(OC)c(OC)c3)CC2=O)cc1OC	7	4
Cc1cccc(C)c1OCC(=O)NCc1nnc(SCC(=O)NC2CCCCC2C)n1C (stereo unspecified)	12	1
CSCC[C@H](NC(=O)OC(C)(C)C)c1nnc(SCC=C(C)C)o1	12	4
CC(C)COc1ccc(C(=O)OC2CC(C)(C)OCC2CN(C)C)cc1 (stereo unspecified)	3	-3
O=c1c2c3c(sc2nc2n1CCCS2)CCCC3	-17	3
COc1ccccc1NC(=O)CSc1nc(N)cc(N)n1	4	1
CCc1[nH]c(C)c(C(C)=O)c1C	8	5
COc1ccc(CCn2nnnc2C(c2ccc(Cl)cc2)N2CCN(C)CC2)cc1OC (stereo unspecified)	6	3
CC1CCCCN1C(=O)C12CCC(C)(C(=O)C1)C2(C)C (stereo unspecified)	-3	-10
CC(=O)c1c(N)c(C#N)c(C)n1-c1ccc(Br)cc1	10	6
O=C(c1ccc(F)cc1)N1CCC(N2CCCCCC2)CC1	0	0
O=C(O)c1ncn(Cc2ccccc2)c1C(=O)O	-1	-11
Cc1oc(C)c2c(=O)ccc3c(c12)OC(N)=C(C#N)C3c1ccccc1Cl (stereo unspecified)	-8	-5
C=CCn1c2ccccc2c2nnc(SCN3C(=O)c4ccccc4C3=O)nc21	16	8
COc1ccccc1-n1c(SCC(N)=O)nnc1-c1ccc(S(=O)(=O)N2CCCCC2)cc1	8	2
COC(=O)c1c(C(=O)OC)c2cc(C)ccn2c1Cl	-2	6
Cn1c(=O)c2c(nc(NC3CCCCC3)n2CC(O)COc2ccccc2)n(C)c1=O (stereo unspecified)	10	6
N#Cc1nc(-c2cccs2)oc1N1CCOCC1	6	0
CC(=O)Nc1ccccc1C(=O)N1CC2(C)CC1CC(C)(C)C2 (stereo unspecified)	13	4
O=C(O)CNCC1COc2ccccc2O1 (stereo unspecified)	-10	4
O=C(NCCc1ccccc1)C1CCCN1C(=O)Nc1ccc(F)cc1 (stereo unspecified)	7	2
COC(=O)c1ccc(-n2nnnc2SCC(=O)Nc2cc(OC)ccc2OC)cc1	-1	2
O=S(=O)(c1ccc(S(=O)(=O)N2CCCN(Cc3ccccc3)C2)cc1)N1CCCCCC1	0	8
Cc1ccc(Cn2ncc3c(N4CCN(Cc5ccc(Cl)cc5)CC4)ncnc32)cc1	0	0
Cc1ccc(-n2c(C)cc(C(=O)CSc3nnnn3C)c2C)cc1	14	5
O=c1c(-c2ccc3c(c2)OCCO3)coc2c(CN3CCOCC3)c(O)ccc12	8	4
Nc1ccc2[nH]ncc2c1	8	4
COc1ccc(OC)c(C2C(C#N)=C(N)Oc3c2c(C)nn3-c2ccc(C)cc2)c1 (stereo unspecified)	9	5
CCOC(=O)N1CCN(C2=NC3(CCCCC3)C(C#N)C(=O)N2)CC1 (stereo unspecified)	1	-6
Clc1ccccc1OCCN1CCCCC1	10	1
Cc1ccc(-n2nnnc2SCC(=O)NCCC2=CCCCC2)c(C)c1	-4	8
Cn1c(SCC(=O)NC2CCCC2)nc2cccnc21	11	3
CC(NC(=O)Nc1nnc(C(F)(F)F)s1)(C(F)(F)F)C(F)(F)F	11	7
O=S(=O)(c1cccc2cccnc12)N1CCOCC1	-5	-4
CCn1nccc1C(=O)NC1=C(C#N)CCC1	0	0

2 of these compounds in another layout.
TNAP inh Pi,TNAP pNPP inh,Compound
0,8,O=S(=O)(c1ccc(S(=O)(=O)N2CCCN(Cc3ccccc3)C2)cc1)N1CCCCCC1
0,0,Cc1ccc(Cn2ncc3c(N4CCN(Cc5ccc(Cl)cc5)CC4)ncnc32)cc1

More entries:
canonical_smiles	TNAP inh Pi	TNAP pNPP inh
COCCOCC(O)CN1CCN(c2ccccc2)CC1 (stereo unspecified)	6	3
O=C(NC(Cc1ccccc1)C(=O)NCc1ccccn1)c1ccco1 (stereo unspecified)	8	0
CCCCn1c(Cl)nc2c1c(=O)n(C)c(=O)n2C	5	-1
CCC(=O)Nc1nc2ccccc2n1CCN(CC)CC	-39	-4
CC(C)CC(=O)Nc1cccc(-c2nc3ccccc3o2)c1	4	0
COC(=O)C(NC(=O)c1ccccc1)=C(C)C	3	-3
N#Cc1cc2c([nH]c1=S)CCCCCC2	7	2
COCCCNC(=O)c1ccc(N(C)S(C)(=O)=O)cc1	4	6
CCOC(=O)C1CCN(S(=O)(=O)Cc2ccccc2)C1=O (stereo unspecified)	11	2
COc1ccc2cc(C(=O)NCc3ccco3)c(=O)oc2c1	0	0
CC(=Nc1ccc(C)c(C)c1)C1=C(O)CCC1=O	7	0
O=C(c1ccccc1C(=O)N1CCN(c2ccc(F)cc2)CC1)N1CCN(c2ccc(F)cc2)CC1	8	5
O=C(OCC(=O)N1CCN(C(=O)c2ccco2)CC1)c1ccccc1C(=O)c1ccccc1	-2	-6
CC(C)OC(=O)C(NC(=O)c1ccccc1)=C1CCCCC1	10	4
[O-][N+]1=C2CCC/C(=N\O)C2=NC12CCCCC2	7	2
CC1(C)S[C@@H]2[C@H](NC(=O)C(C(=O)O)c3ccccc3)C(=O)N2[C@H]1C(=O)O (stereo partly specified)	6	0
COc1ccc2nc(NC(=O)c3ccc(-n4nc(C)cc4C)cc3)sc2c1	13	1
C/C(=N\O)C(=O)NCCN1CCCCC1	8	-2
COc1ccc2[nH]c(=O)c(CN(Cc3ccc4c(c3)OCO4)C(C)=O)cc2c1	6	2
CC(=O)CSc1nnc(CSc2ncccn2)n1C1CCCCC1	19	5
O=C(O)CCN(CCC(=O)O)c1ccccc1	13	6
Cc1ccc(C(=O)N2CCN(S(C)(=O)=O)C2)cc1	5	0
C=CCn1c(-c2ccc(Cl)cc2)c[nH]c1=S	15	1
CCOC(=O)C1CCN(c2nc3ccccc3nc2C(C#N)C(=O)OCCOC)CC1 (stereo unspecified)	-5	-8
CCOC(=O)C(NC(C)=O)(Nc1cccc(F)c1)C(F)(F)F (stereo unspecified)	10	4
CC(=O)NCCN=C(C)c1sc2ccccc2c1O	6	-10
COc1ccc(-c2c(C)n([O-])c(C)c(C)[n+]2=O)cc1OC	-4	5
O=C(Nc1nnc(C(F)(F)F)s1)c1cccnc1	14	2
CC(Oc1ccc(Cl)cc1Cl)C(=O)Nc1ccc2oc(-c3ccncc3)nc2c1 (stereo unspecified)	-41	-33
N#C/C(=C1\CCCN1)c1nc2ccccc2c(=O)[nH]1	0	-2

Single records, from the list above. Screens in order: TNAP inh Pi, TNAP pNPP inh
CC(=O)CSc1nnc(CSc2ncccn2)n1C1CCCCC1 is listed with 19, 5
CCOC(=O)C(NC(C)=O)(Nc1cccc(F)c1)C(F)(F)F (stereo unspecified) is listed with 10, 4
O=C(Nc1nnc(C(F)(F)F)s1)c1cccnc1 is listed with 14, 2

Other compounds follow:
canonical_smiles	TNAP inh Pi	TNAP pNPP inh
CN1CCN(S(=O)(=O)c2ccc(-c3noc(C4CCN(S(C)(=O)=O)CC4)n3)cc2)CC1	0	-6
O=c1oc2ccc3ccccc3c2cc1-c1nnc(-c2ccccc2)o1	10	1
CCN(CC)S(=O)(=O)c1cccc(C(=O)NC(C(=O)Nc2nnc(C3CC3)s2)C(C)C)c1 (stereo unspecified)	12	6
COc1ccc(C2CC(c3ccccc3)n3nc(NC(=O)c4cccs4)nc3N2)cc1 (stereo unspecified)	10	4
COC(=O)c1[nH]cnc1C(=O)c1ccccc1	8	4
COc1ccccc1C(=O)OCC(=O)Nc1ccc(OC(F)F)cc1	13	-1
Cn1c(SCc2ccc(C#N)cc2)nnc1-c1ccccc1	5	2
Cn1c(=O)c2c(nc(N3CCN(Cc4ccccc4)CC3)n2CCCc2ccccc2)n(C)c1=O	6	-1
CCN(CC)CCCn1c(C)cc2c(c1=O)C(c1ccc(OC)c(OC)c1OC)C(C#N)=C(N)O2 (stereo unspecified)	0	0
O=C(c1c(Cl)cccc1Cl)N1CCCCCC1	10	5
COc1ccccc1Nc1nnc(SCC(=O)N2CCCC2)s1	10	-1
O=C(c1ccccc1)N1CCN(C(=O)N2CCCCC2)CC1	-6	2
c1ccc2c(c1)CC1(CCCC1)n1nnnc1-2	13	5
COc1ccccc1-c1noc(-c2ccncc2)n1	-10	4
O=C(c1ccco1)N1CCN(c2ccc(S(=O)(=O)N3CCCC3)cc2)CC1	10	5
Cc1cc(C)n(CC(O)CN2c3ccccc3Sc3ccccc32)n1 (stereo unspecified)	8	3
CCN1CCN(C(=O)CN(c2ccccc2C)S(C)(=O)=O)CC1	3	-2
Cc1ccc(N(C=NC#N)CC(=O)N2CCN(c3ccccc3)CC2)cc1	9	4
CC1=CCC2C(=O)N(c3ccc(Br)cc3C)C(=O)C2C1 (stereo unspecified)	4	-2
N#CC1=C(N)Oc2cc(O)ccc2C1c1cccs1 (stereo unspecified)	-4	2
COc1ccc(-c2c(C)oc3c(CN4CCN(CCO)CC4)c(O)ccc3c2=O)cc1OC	7	3
CCSc1oc(-c2ccccc2)nc1S(=O)(=O)c1ccccc1	12	2
Cc1c(/C(O)=C2\C(=O)C(=O)N(CCN(C)C)C2c2cccs2)cnn1-c1ccccc1 (stereo unspecified)	8	1
O=C(NC1CCCCCC1)C1CCN(S(=O)(=O)c2ccc(F)cc2)CC1	13	5
Cc1cc(C(=O)N2CCN(c3cccc(Cl)c3)CC2)c(C)o1	8	1
Clc1ccc(-c2nc3nc4ccccc4nc3n2Cc2ccco2)cc1	4	2
CC(C)(C)C(=O)Cn1c(NCCCO)nc2ccccc21	2	-2
COc1ccccc1NC(=O)CSc1nnc(-c2ccoc2C)n1CCc1ccccc1	11	2
Cc1ccc(OCC(=O)Nc2ccc(-c3nc4ncccc4o3)cc2)c(C)c1	0	0
O=c1c2ccccc2c(/C=N/n2cnnc2)c(O)n1-c1ccccc1F	19	0
Cc1ccc(C(=O)N2CCCCCC2)cc1Br	8	5
COc1ccc(-n2nnnc2SCC#CCO)cc1	12	2
CCCC(C(=O)c1ccccc1)n1cncn1 (stereo unspecified)	5	0
COc1ccc2c(c1)nc(N)n2Cc1ccccc1	10	6

Assay outcomes (PubChem)
